CRFR2-BP ag: agonists of CRF-BP/CRF-R2 complex, primary screen, cell-based, HEK293, calcium dye fluorescence, uHTS; CRF-binding protein / CRF receptor 2 complex (human); calcium dye fluorescence (FLIPR); percent of saturating CRF peptide response; activation, % at 13.2 µM; hit rate 0.46% among 350,000;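 active means activation of at least 50%, plus an integration ratio under a set limit after plate pattern correction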;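 further: plate controls were neutral control wells without compound for no effect and CRF at EC100 for full effect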
CRFR2-BP antag: antagonists of CRF-BP/CRF-R2 complex, primary screen, cell-based, HEK293, calcium dye fluorescence, uHTS; inhibition, % at 11.8 µM; hit rate 0.59% among 350,000; AID 588475, 2011; CRF-induced calcium fluorescence;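 active means inhibition of the ligand-induced calcium signal above about 50% at the single tested concentration, limit read from the data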
M5 ag: human M5 muscarinic receptor agonists, primary screen, CHO-K1 cells, Fluo-8 calcium fluorescence; Muscarinic acetylcholine receptor M5 (Homo sapiens), P08912; CHO-K1 hM5 cells; 0% DMSO wells, 100% maximal acetylcholine response; activation, % at 3 µM; hit rate 0.19% among 360,000;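 active means activation above the run's mean over test compounds plus 3 SD, cut at about 23% in these data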;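 further: signal is peak over basal fluorescence ratio across the kinetic read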
Target sequence (P08912 whole entry, looked up): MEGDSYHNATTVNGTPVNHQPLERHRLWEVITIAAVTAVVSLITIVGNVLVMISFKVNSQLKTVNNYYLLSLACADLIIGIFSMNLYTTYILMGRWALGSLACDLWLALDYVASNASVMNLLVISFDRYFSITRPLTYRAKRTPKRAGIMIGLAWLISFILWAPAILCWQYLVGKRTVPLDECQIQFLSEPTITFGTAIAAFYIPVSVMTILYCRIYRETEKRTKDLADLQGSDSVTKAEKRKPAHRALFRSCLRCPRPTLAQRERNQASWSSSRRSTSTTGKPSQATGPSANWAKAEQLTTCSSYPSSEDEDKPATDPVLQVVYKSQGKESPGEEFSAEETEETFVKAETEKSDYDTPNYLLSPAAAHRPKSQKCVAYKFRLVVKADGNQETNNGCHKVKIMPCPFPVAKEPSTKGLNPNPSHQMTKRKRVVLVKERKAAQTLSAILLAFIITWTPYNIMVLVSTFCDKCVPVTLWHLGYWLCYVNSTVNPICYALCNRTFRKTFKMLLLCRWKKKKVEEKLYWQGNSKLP
M4 PAM: human M4 muscarinic receptor positive allosteric modulators, primary screen, CHO-K1 cells, Fluo-8 calcium fluorescence. Muscarinic acetylcholine receptor M4 (Homo sapiens), P08173. CHO-K1 hM4/Gqi5, ACh EC20; 0% = ACh EC20, 100% = maximal ACh. activation, % at 3 µM. hit rate 0.4% among 360,000. AID 624126, 2012;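 active means activation above its plate's cutoff, the mean activation of sample wells plus 3 SD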; further: some results filed as inactive read as strong as hits
Target sequence (P08173 whole entry, looked up): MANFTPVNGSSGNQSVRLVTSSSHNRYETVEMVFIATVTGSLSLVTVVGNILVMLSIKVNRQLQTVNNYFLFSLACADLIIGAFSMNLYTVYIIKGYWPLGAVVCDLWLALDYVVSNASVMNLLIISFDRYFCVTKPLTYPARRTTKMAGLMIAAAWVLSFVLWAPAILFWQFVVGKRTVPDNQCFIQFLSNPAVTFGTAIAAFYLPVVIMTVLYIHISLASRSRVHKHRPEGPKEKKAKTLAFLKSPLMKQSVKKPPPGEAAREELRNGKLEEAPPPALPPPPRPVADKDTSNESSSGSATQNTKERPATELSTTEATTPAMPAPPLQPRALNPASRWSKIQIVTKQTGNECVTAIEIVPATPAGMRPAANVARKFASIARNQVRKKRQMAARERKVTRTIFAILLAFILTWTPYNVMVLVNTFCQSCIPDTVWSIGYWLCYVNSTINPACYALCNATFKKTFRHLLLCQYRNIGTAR
CHRM4 agonist: human M4 muscarinic receptor agonists, primary screen, CHO-K1 cells, Fluo-8 calcium fluorescence; CHO-K1 hM4/Gqi5; vehicle 0%, full acetylcholine response 100%; Muscarinic acetylcholine receptor M4 (Homo sapiens), P08173; activation, % at 3 µM; hit rate 0.14% among 360,000; AID 624127, 2012;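 active means activation above the run mean over all test wells plus 3 SD, cut at about 32% in these data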;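 further: peak over basal fluorescence ratio per well then scaled between controls; 0% = DMSO wells and 100% = acetylcholine at EC100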
M5 antag: human M5 muscarinic receptor antagonists, primary screen, CHO cells, Fluo-8 calcium fluorescence; Muscarinic acetylcholine receptor M5 (Homo sapiens), P08912; CHO-hM5 cells, ACh EC80; inhibition, % at 3 µM; hit rate 0.59% among 360,000; AID 624040, 2012;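 active means inhibition above a per-plate cutoff, the mean of that plate's test compounds plus 3 SD, cut at about 27% in these data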;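 further: 0% = acetylcholine EC80 with DMSO and 100% = DMSO without agonist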
M5 PAM: human M5 muscarinic receptor positive allosteric modulators, primary screen, CHO-K1 cells, Fluo-8 calcium fluorescence | CHO-K1 hM5, ACh EC20 PAM; 0% = ACh EC20, 100% = ACh EC100 | activation, % at 3 µM | hit rate 0.3% among 360,000;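 active means activation above the run cutoff, the mean activation of all test compounds plus 3 SD, cut at about 18% in these data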
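system = human M5 receptor in CHO-K1 cells | reagent = EC20 acetylcholine as agonist stimulus | compound dosing = single-point, 3 µM nominal | incubation = Fluo-8 loading 80 min at 37 °C plus 30 min room temperature | detection = Fluo-8 calcium dye fluorescence, kinetic read | benchmarks = low control EC20 acetylcholine (0%), high control EC100 acetylcholine (100%)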
CHRM4 antagonist: human M4 muscarinic receptor antagonists, primary screen, CHO cells, Fluo-8 calcium fluorescence | AID 624125, 2012 | CHO-hM4 cells, ACh EC80 | hit rate 0.73% among 360,000 | inhibition, % at 3 µM;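 active means inhibition above its plate's cutoff, the mean inhibition of sample wells plus 3 SD, cut at about 27% in these data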;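 further: 0% = acetylcholine EC80 with DMSO and 100% = DMSO without agonist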
IDE cell inh: human IDE inhibitors in live cells, primary screen, fluorescence polarization, HEK cells, FAbetaB substrate; Insulin-degrading enzyme (Homo sapiens), P14735; FAbetaB cleavage; inhibition, % at 5.59 µM; hit rate 0.41% among 320,000;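 active means percent inhibition above the average of all tested compounds plus 3 SD, set per screening campaign, cut at about 16% in these data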;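 further: IDE supplied by intact live HEK cells; FP after avidin binding of uncleaved biotin substrate so inhibition keeps polarization high; 0% = DMSO wells and 100% = 60 µM reference IDE inhibitor Ii1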
An asterisk follows results filed as active; x = no result given. Rows are unselected; overall some 2.9% were active at least once.

SMILES	CRFR2-BP ag	CRFR2-BP antag	M5 ag	M4 PAM	CHRM4 agonist	M5 antag	M5 PAM	CHRM4 antagonist	IDE cell inh
O=C(NNC(=O)c1cc(-c2ccccc2)nn1-c1ccccc1)c1ccccc1	-1.4	15.2	-7.9	-1.3	3.2	1.1	-4.4	-6.6	1.8
C(/C=C/c1ccccn1)=C\c1ccccc1	-2.4	8.0	-4.9	-19.8	-0.4	13.5	-7.0	2.3	4.2
CN1C(=O)CSC1=NCC12CC3CC(CC(C3)C1)C2	-1.2	-27.9	1.2	6.2	1.9	-3.5	1.9	0.6	1.1
Cc1ccc(NC(=O)CN(C)S(=O)(=O)c2cnc[nH]2)cc1C	5.5	25.2	-0.1	-4.9	-0.1	2.1	-6.4	5.3	3.3
Cc1ccc(S(=O)(=O)N2CC(O)C[C@H]2C(=O)OCC(=O)N2CCN(c3ccc(F)cc3)CC2)cc1C (stereo partly specified)	-1.9	7.0	5.1	-4.5	3.5	8.2	-3.6	3.8	x
O=C(c1cc(-c2ccccc2)nc2ccccc12)N1CCOCC1	1.7	-17.7	4.0	2.2	4.7	3.4	-4.6	-4.2	8.5
Cc1cccc(OC(C)C(=O)Nc2ccc(N3CCCCC3)cc2)c1 (stereo unspecified)	-0.8	4.1	-3.7	7.0	-0.2	-2.1	8.1	-12.2	-6.7
COc1ccccc1CN(C)C(=O)c1cc(C)nc2ccccc12	-1.9	10.5	-1.7	-12.1	17.1	9.9	-4.1	-5.8	-0.1
C=CCNc1nc(N2CCCC2)nc2ccccc12	-1.1	-7.9	-6.9	5.2	3.0	25.9	3.2	9.5	9.7
O=C(CCN1C(=O)c2cccc([N+](=O)[O-])c2C1=O)Nc1nccs1	1.1	-3.1	-0.4	-9.6	0.4	10.5	-1.6	5.5	1.4
COc1ccc(S(=O)(=O)CC(=O)Nc2nnc(C(F)(F)F)s2)cc1	-1.8	8.4	-3.1	-0.6	0.0	11.6	-5.4	0.2	-5.6
CN(C)c1cccc2c1c(NC(=O)Nc1ccccc1)nn2C	-5.2	-3.0	-4.0	-4.3	-0.4	11.2	-0.9	-3.9	-3.0
CCN(CC)c1c(-c2ccccc2)c2cc(C)ccc2[nH]c1=O	0.1	-33.1	-0.3	7.1	0.3	0.1	-4.0	-8.9	3.0
COc1ccc(NC(=O)c2c(C)nn(Cc3ccccc3)c2Cl)cc1S(=O)(=O)N1CCOCC1	-2.6	7.0	0.9	1.5	9.5	5.2	-4.4	-12.3	1.1
CC1CCCN(CC(=O)Nc2ccc(S(=O)(=O)N3C(C)CCCC3C)cc2)C1 (stereo unspecified)	-1.0	-4.3	-0.8	2.8	2.2	4.0	-2.6	-3.2	x
CCOC(=O)C1=CCN(S(=O)(=O)c2ccccc2Cl)C1c1ccc(Cl)c(Cl)c1 (stereo unspecified)	x	x	-4.3	-12.3	-0.9	-1.1	-15.7	0.5	x
CCN(CC)S(=O)(=O)c1ccc(/C=C/C(=O)O)cc1	-2.4	1.1	-2.5	2.9	-0.1	-10.7	1.9	-5.5	2.5
CCCNC(=O)c1ccc2c(=O)c(O)c(-c3ccc(Cl)c([N+](=O)[O-])c3)[nH]c2c1	-0.9	12.5	-1.3	7.5	0.8	9.0	0.0	0.6	-6.9
Cc1cc(NC(=O)C(C)Oc2ccc(Cl)cc2Cl)no1 (stereo unspecified)	-0.9	-34.3	-1.9	7.9	-1.3	4.5	1.8	-6.2	-1.6
O=C(CCCn1cc([N+](=O)[O-])cn1)Nc1cccnc1	-1.6	-5.8	-0.2	15.9	1.0	9.9	2.4	-3.0	-0.8
CC(C)CC(=O)/C(=C/c1ccc(N(C)C)cc1)n1cncn1	0.1	-3.2	-4.9	-1.3	1.5	1.2	6.1	1.2	3.2
Clc1cccc(-c2cc3nc4c(c(NCc5ccco5)n3n2)CCCC4)c1	1.5	-39.0	-3.4	-3.0	-2.1	4.4	-2.4	-7.0	1.0
CC1CCCC(NC(=O)/C=C/c2c(F)cccc2Cl)C1C (stereo unspecified)	-1.1	4.4	5.7	7.2	-1.1	1.0	14.8	-9.4	4.5
CC(=O)c1cc(C)c(OCc2cn(CC(=O)c3ccc(O)cc3)nn2)c(C)c1	-1.1	0.1	1.3	2.0	2.5	2.3	-4.1	-12.2	x
COc1ccc2[nH]c3c(c2c1)CCN1C(=O)C(CC(=O)NC/C=C(\C)CCC=C(C)C)C[C@H](C(=O)N2CCOCC2)[C@@]31CCC1CCCC1 (stereo partly specified)	0.5	-6.0	2.2	12.7	-0.1	-4.6	-2.0	-8.3	x

New compounds follow
SMILES	CRFR2-BP ag	CRFR2-BP antag	M5 ag	M4 PAM	CHRM4 agonist	M5 antag	M5 PAM	CHRM4 antagonist	IDE cell inh
O=C(c1cnc(Cc2c[nH]c3ccccc23)c(I)c1)N1CCCCC1	x	x	1.9	-3.7	8.5	0.5	-3.4	-12.9	x
Cc1onc(-c2c(F)cccc2Cl)c1C(=O)Nc1cccc(S(=O)(=O)NC2=NCCC2)c1	0.9	0.8	1.0	9.6	5.2	-2.5	2.6	-13.1	2.4
COc1cc(OC)cc(C(=O)NC(C(=O)Nc2ccc3c(c2)OCCO3)C(C)C)c1 (stereo unspecified)	0.9	2.8	-10.4	-0.1	0.6	5.4	9.6	-22.8	0.1
CCOC(=O)[C@H]1[C@H]2COc3ccc(Br)cc3[C@@H]2N2C(=O)[C@H](C)NC(=O)[C@@]12C	-0.2	0.5	0.3	7.7	-0.1	-4.9	16.1	-7.1	5.6
CN(C)CCCN(C(=O)COc1ccc(Cl)cc1)c1nc2cc3c(cc2s1)OCO3	4.3	-2.3	-1.7	12.0	9.2	-1.9	-1.4	-3.0	1.3
COc1ccc(Cl)cc1N(CC(=O)Nc1cccc(SC)c1)S(C)(=O)=O	1.0	-12.7	-1.6	-3.8	5.0	3.6	-6.2	7.0	-0.2
COc1cc(/C=C2\CCC(C3CCCC3)C2=O)cc(OC)c1OC (stereo unspecified)	2.6	-16.4	-0.5	-8.3	1.0	3.1	-3.6	7.6	-1.0
N#CC(c1ccc(Cl)cc1)c1nc2ccccc2nc1C(F)(F)F (stereo unspecified)	10.0	4.3	-10.0	3.0	-1.1	-13.0	-5.3	-3.7	3.5
COC(=O)c1c(-c2ccc(F)cc2)csc1NC(=O)c1ccco1	2.9	-0.1	-3.8	4.9	-1.8	-1.8	-7.5	5.9	2.9
CN1CCN(C2CC(=O)N(c3ccc4c(c3)OCCO4)C2=O)CC1 (stereo unspecified)	1.1	1.5	-2.3	-2.3	0.7	1.2	-3.7	0.4	1.6
COc1ccc(NC(=S)NNC(=O)OC(C)(C)C)cc1OC	4.2	-2.8	4.5	0.0	1.8	0.0	3.2	5.1	6.4
O=C1c2ccccc2NC(c2ccc(O)cc2)N1Cc1ccco1 (stereo unspecified)	5.8	-18.2	1.6	13.4	0.2	-8.1	2.5	3.6	6.7
CC(=O)OC(=C(OC(C)=O)c1ccccc1)c1ccccc1	-0.3	30.8	-1.2	-0.1	2.1	0.2	2.5	-4.3	x
S=C(Nc1ccccc1)N(Cc1ccccc1)Cc1ccncc1	0.9	7.7	3.7	1.9	1.1	16.0	1.2	-4.6	3.6
S=C(NCc1ccncc1)Nc1ccc(Br)cc1Cl	-0.9	2.4	3.4	-6.1	10.2	9.3	-6.6	-3.5	2.2
COc1cc2oc(=O)ccc2cc1[C@@H](O)[C@@H]1OC(C)(C)OC1(C)C	-1.3	8.4	3.5	3.1	1.8	7.4	-6.2	2.7	0.3
C[N+](C)(CCOc1ccccc1)Cc1ccccc1 (tested in a mixture with another compound)	4.8	8.7	-6.0	-3.9	0.2	8.3	-4.6	-7.6	5.0
Cc1ccccc1CSCCC(=O)NCCc1ccccc1	-1.2	13.5	-0.4	-2.6	1.6	6.3	3.6	10.7	-2.5
CCCC(=O)N1CCc2cc(OC)c(OC)cc2C1c1cc2cc3c(cc2[nH]c1=O)OCO3 (stereo unspecified)	2.2	-12.4	0.4	-6.2	-0.5	9.9	-4.8	8.5	-0.9
COc1ccccc1OCC(=O)Nc1ccc(S(=O)(=O)N2CCCC2)cc1	1.1	-5.2	-0.7	-8.9	5.4	8.6	-0.4	1.1	5.2
COc1ccc(NC(=O)C(CC(C)C)NC(=O)C2CCC(C)CC2)cc1 (stereo unspecified)	-2.7	-14.8	-4.8	4.6	0.4	-8.9	-2.2	-29.7	6.0
CSc1ccccc1NC(=O)c1ccc(C)o1	-0.5	-1.5	0.6	-6.1	-0.1	-0.1	0.0	0.1	0.3
COc1ccc(C)cc1Nc1nc(N)c2ccccc2n1	-1.8	-0.5	-7.2	-3.3	0.8	4.4	-6.5	6.4	-1.5
CCCCN(C(=O)COc1ccc(C)cc1OC)c1c(N)n(CCC)c(=O)[nH]c1=O	-0.4	-2.8	-0.8	2.0	0.7	9.6	-6.7	0.3	5.8
Cc1c([N+](=O)[O-])c(C(=O)N2CCCC2)nn1C	-1.6	18.5	-1.9	19.2	0.6	-9.4	-2.7	-12.6	-1.5

(further entries)
SMILES	CRFR2-BP ag	CRFR2-BP antag	M5 ag	M4 PAM	CHRM4 agonist	M5 antag	M5 PAM	CHRM4 antagonist	IDE cell inh
CCC/C=C(\CCC)C(NC(=O)OCC(C)C)c1ccc(C(=O)OC)cc1 (stereo unspecified)	-0.2	-11.8	0.4	-1.1	0.3	-1.9	1.5	-19.6	2.3
CCCn1c(NCc2ccc(N(C)C)cc2)nc2ccccc21	-1.2	9.4	-0.4	4.9	0.8	1.9	-0.6	-15.9	-3.7
Cc1ccc2[nH]c3c(=O)n(N)c(C)nc3c2c1	-2.1	-23.8	3.5	6.7	0.7	0.5	6.2	-0.5	-0.8
CCOC(=O)C1(Cc2ccccc2)CCCN(C2CCCC2)C1 (stereo unspecified)	-1.9	-0.8	-0.6	-0.1	0.3	12.6	-2.0	-10.3	1.0
COC(=O)c1c(-c2ccc(F)cc2)csc1NC(=O)C1CCCO1 (stereo unspecified)	-0.3	0.9	-4.6	2.5	2.1	12.2	0.6	-2.4	-5.8
Cc1ccc(NC(=O)c2c(C)nn(-c3ccccc3)c2Cl)c(C)c1	-0.3	10.2	-9.9	-0.5	1.1	2.0	-2.3	-13.8	-2.2
CNC[C@@H]1Oc2cc(Br)ccc2S(=O)(=O)N([C@@H](C)CO)C[C@H]1C	1.6	-17.2	2.5	5.2	1.8	-7.3	1.8	-13.8	x

Assay outcomes from PubChem.
